# Assay outcomes deposited in PubChem BioAssay by National Center for Advancing Translational Sciences (NCATS).
# LDHA block – inhibitors of human lactate dehydrogenase A; activity change, % (values are at about 110 or 230 µM); purified LDHA, NADH/diaphorase-resazurin fluorescence; active compounds read low; hit rate 0.15% among 480,000; in the data active = activity change below about -30%; inconclusive = mostly about -25% to -30%;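 also: plate controls were DMSO wells for no effect and wells without enzyme for full effect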
#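 Human LDH5 (2 nM) was incubated with 0.06 mM NADH and 0.2 mM pyruvate for 5 min at room temperature in Tris pH 7.4. Remaining NADH was coupled through diaphorase/resazurin, and resorufin fluorescence was read at 0 and 20 min.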
# An asterisk follows results filed as active; ? = inconclusive.
LDHA block,mol
6.2,COc1ccccc1C1=NC(C(F)(F)F)(C(F)(F)F)N=C(N(C)C)O1
8.4,CCc1ccc(/C=C(/C#N)c2nc3ccccc3s2)cc1
-6.0,COC(=O)CCC(C#N)(CCC(=O)OC)c1ccc(OC)c(OC)c1
-7.0,Cc1ccc(S(=O)(=O)NCC2CCC(C(=O)NCC(=O)NCc3ccco3)CC2)cc1 (stereo not drawn)
-5.4,CN=C(NC)NCc1cccc(Br)c1
2.4,COc1cccc(Nc2nc(-c3ccc(CNC(=O)C(C)(C)C)s3)cs2)c1
2.6,COc1cc(C(=O)Oc2ccc3c(c2)O/C(=C\c2ccc(C(C)(C)C)cc2)C3=O)cc(OC)c1OC
-10.0,O=C(COC(=O)c1ccc([N+](=O)[O-])cc1Cl)c1ccc2c(c1)OCCO2
-2.4,O=C(NC12CC3CC(CC(C3)C1)C2)C1CCN(S(=O)(=O)Cc2ccccc2)CC1
-13.7,Cn1ccc2ccc(C(=O)Nc3nnc(C4CC4)s3)cc21
4.3,COc1ccc(CN2C(=O)C(CC(=O)NCCCN(C)C)CC(C(=O)N3CCCCCC3)=C2C)cc1 (stereo not drawn)
4.3,CC(=O)c1cccc(Nc2nc3ccccc3nc2NS(=O)(=O)c2cc(C)ccc2C)c1
-0.5,O=C(Cn1c(=O)c2c(ncn2C2CCCC2)n(Cc2ccccc2)c1=O)NCc1ccc(F)cc1
3.3,CC(C)C[C@@H](CN1CCC[C@H]1CN1C(=O)C(=O)NC[C@@H]1Cc1ccccc1)N1C[C@H](Cc2ccc(O)cc2)N(CC2CCCCCC2)C(=O)C1=O
2.0,O=C(Nc1ccc(C(F)(F)F)oc1=O)c1ccccc1
-18.2,CS(=O)(=O)NCCc1ccc(C(=O)CSc2ccc(F)cc2)s1
-2.2,N#CC1=C(SCc2ccc(Br)cc2)NC(=O)C(C#N)C12CCCCC2 (stereo not drawn)
3.5,Cc1cc(C)c2cc(C#N)c(NCCNC(=O)c3cccnc3)nc2c1
4.6,O=C(c1nn(Cc2ccccc2)c(=O)c2ccccc12)N(Cc1ccccc1)C1CC1
5.1,CCCNc1nc2ccccc2nc1C(=O)Nc1c(C)cccc1CC
5.8,COc1ccc2cc3cc(C(=O)Nc4ccc(F)cc4)sc3nc2c1
7.4,O=C(COC(=O)c1cc(=O)c2ccccc2o1)Nc1ccc(F)c(F)c1
3.1,O=C(O)CNc1cccc(-c2nn3c(=O)cc(N4CCNCC4)nc3s2)c1
-11.8,O=C(Cc1ccc(Cl)cc1Cl)N1CCN(S(=O)(=O)N2CCCC2)CC1
0.1,Cc1ccc(C23CC4CC(C2)CC(c2csc(NC(=O)c5ccccc5)n2)(C4)C3)cc1
-4.5,CCn1c(NC(=O)CCc2nc(-c3ccc(OC)c(OC)c3)no2)nc2ccccc21
-1.0,Cc1nc(SC(C)c2cc(F)ccc2F)sc1CC(N)=O (stereo not drawn)
-2.3,N#Cc1ccc(OCC(O)CN2CCN(c3nccs3)CC2)cc1 (stereo not drawn)
4.4,Cc1ccccc1OCC(=O)NCC(c1ccccc1Cl)N1CCCCC1 (stereo not drawn)
3.1,Cn1c(=O)[nH]c(=O)c2c1nc(SCCO)n2Cc1cccc(Br)c1
1.4,Cc1ccc2cccc(NC(=O)C(C)Oc3cccc(C)c3C)c2n1 (stereo not drawn)
?,Cc1cccc(-c2cc(C(=O)O)c3ccc(Br)cc3n2)c1
7.1,CCc1ccc2c(Cn3cc(S(=O)(=O)N(C)C)ccc3=O)cc(=O)oc2c1
6.9,CN(C)C(=O)c1ccc(NCC(=O)N2N=C(c3ccc(Cl)cc3)CC2c2ccco2)cc1 (stereo not drawn)
4.6,CC(C)CCn1c(SC(C)C)nc2c1c(=O)[nH]c(=O)n2C
-2.7,CN(Cc1ccccc1)C(=O)COC(=O)c1ccccc1-c1nc2ccccc2s1
-1.3,O=C(CCn1nc(-c2ccc(Cl)cc2)c2ccccc2c1=O)N1CCOCC1
20.1,O=[N+]([O-])c1ccccc1OCCCOc1ccc(Cl)c2cccnc12
0.5,CCN(Cc1nc(-c2cccc(C)c2)no1)C(=O)Nc1cccc2ccccc12
5.3,Cc1cc(C)c2c(c1)C(O)(CC(=O)c1ccco1)C(=O)N2 (stereo not drawn)
-2.6,Brc1ccc(-c2noc(-c3cnccn3)n2)cc1
-5.1,CCCn1c(=O)c2c(nc(-n3nc(C)cc3C)n2CC)n(C)c1=O
3.7,CC(C)c1ccc(OCC(=O)Nc2cc(C(F)(F)F)ccc2N2CCOCC2)cc1
6.6,Cc1cccc(Cn2c(NCCN3CCOCC3)nc3c2c(=O)n(C)c(=O)n3C)c1
7.2,CC(=O)NC(C(=O)O)=C(Cl)Cl
-3.1,O=c1[nH]c(N2CCOCC2)nc2nccc(-c3ccc(OCc4ccccc4)cc3)c12
11.2,COCCOCCCNC(=O)c1ccc2nc(C)c(C)nc2c1
-8.1,CC1(c2nnnn2Cc2ccccc2)CCC(=O)N1CCc1c[nH]c2ccccc12 (stereo not drawn)
12.6,CC(OC(=O)c1ccccc1O)C(=O)Nc1ccc2c(c1)OCO2 (stereo not drawn)
1.6,O=C(/C=C/c1ccccc1)N1CCCC1

# Later entries.
LDHA block,mol
0.8,COc1ccc2c(c1)C(=O)/C(=C/c1ccc(Br)cc1)CC2
1.2,Cn1c(=O)c2c(nc(N3CCN(C(=O)c4ccccc4F)CC3)n2Cc2ccccc2)n(C)c1=O
0.2,CCc1ccccc1NC(=O)C1CCCN(c2cnc3ccccc3n2)C1 (stereo not drawn)
-2.5,CC(C)CCNC(=S)Nc1cccc(Cl)c1
-9.8,O=S(=O)(NCc1ccccc1Cn1cccn1)N1CCCCC1
5.0,COc1cc(CN2C(=O)C(=O)c3cccc(C)c32)ccc1OCCC(C)C
?,O=C(NCC(=O)N(c1ccccc1)C1(C(=O)NC2CCCCC2)CCCCC1)c1ccccc1
7.1,Cc1cc(Cl)ccc1NC(=O)Cn1nc(C(=O)O)c2ccccc2c1=O
-2.1,CC(=O)Nc1ccc(NC(=O)C2CC(=O)Nc3cc(F)ccc32)cc1 (stereo not drawn)
-1.2,COc1nc(C(=O)NCC(C)N(C)C)cc2ccccc12 (stereo not drawn)
4.5,Fc1ccccc1-c1nc(-c2cccc(Br)c2)no1
6.1,N#Cc1ccc(C(=O)/C=C/c2ccc3c(c2)OCCO3)cc1
-8.5,CCS(=O)(=O)N1CCC(Nc2nc3ccccc3o2)CC1
21.9,COc1ccc(-c2cc(C(F)(F)F)nc(S(=O)(=O)CCC(=O)Nc3ccc(Cl)cc3)n2)cc1
12.8,CCN(C(=O)CSc1nc(CN2CCOCC2)nc2ccccc12)C1CCS(=O)(=O)C1 (stereo not drawn)
2.0,CCCCC1CCC(C(=O)NC(C(=O)O)C(C)C)CC1 (stereo not drawn)
8.2,Cn1c(SCC(=O)NC(C)(C)C)nnc1-c1cc2c(s1)CCC(C(C)(C)C)C2 (stereo not drawn)
4.9,CCCCCCCCN1C(=O)[C@H](CC(=O)NCc2ccccc2)C[C@@]2(C(=O)OC)CC(C)(C)CC=C12
-13.1,CC(C)(C#CC(O)(c1ccccc1)c1ccccc1)[N+](C)(C)Cc1ccccc1
0.2,Nc1nc(CN2CCN(C(=O)c3cccc(C(F)(F)F)c3)CC2)nc2ccccc12
4.7,CCN(C(=O)CSc1nc2ccsc2c(=O)n1C)c1ccccc1
11.9,CN(Cc1ccc2c(c1)OCCO2)CC(O)COc1ccccc1C(C)(C)C (stereo not drawn)
11.3,COc1ccc(-c2cc(C(=O)O)no2)cc1OC
41.2,CCCOc1ccc(NC(=O)C(C)Oc2ccc(C)c(C)c2)c2cccnc12 (stereo not drawn)
-5.9,CC(C)CCn1c(N2CCN(Cc3c(F)cccc3Cl)CC2)nc2c1c(=O)[nH]c(=O)n2C
-4.4,CC(/C=C/c1ccccc1)=N\NC(=O)c1ccc(C(C)(C)C)cc1
9.4,Cc1ccc(S(=O)(=O)NCc2ccsc2)s1
10.1,CCC(C)NC(=O)/C(=C/c1ccccc1Cl)c1ccccc1 (stereo not drawn)
-2.0,CCc1ccc2c(CN(C)CCOc3ccc(F)cc3)cc(=O)oc2c1
13.8,CC(=O)Nc1ccc(NC(=O)CSCc2nc3ccccc3c(=O)[nH]2)cc1
5.7,COc1ccc(Nc2nc(Nc3ccc(C)c(C)c3)nc3nccnc23)cc1
-0.3,CCOc1ccc2c(-c3ccccc3)cc(=O)oc2c1
-1.3,CC1=C(C(=O)Nc2ccccc2C(=O)NCCc2ccco2)SCCO1
4.9,Cc1cc(C)cc(C(=O)N2CCN(CCc3ccccc3)CC2)c1
-4.3,O=C(O)C/C(=C/c1ccc(Br)s1)c1nc2ccccc2o1
4.7,Cn1cc(C(=O)N2CCN(S(=O)(=O)c3ccc(Br)cc3)CC2)c2ccccc21
1.2,COc1ccc(C(=O)NC2CCCNC2=O)cc1S(=O)(=O)N(C)C (stereo not drawn)
5.6,CCCOC(=O)c1ccccc1OC(=O)c1ccc(Cl)cc1Cl
6.2,CCc1noc(C)c1C(=O)Nc1sc2c(c1C(N)=O)CCC(CC)C2 (stereo not drawn)
35.5,CCCCOc1ccc(NC(=O)CC)c2cccnc12
3.2,C=CCNC(=O)c1ccc(CNC(N)=O)cc1
-1.5,CCN1CCN(Cc2nc3c(c(=O)n(C)c(=O)n3C)n2Cc2c(F)cccc2Cl)CC1
0.6,O=C(Nc1ccccc1-c1ccccc1)c1ccc(F)cc1
0.0,COc1ccc(NC(=O)CSc2nnc(COc3ccc(C)cc3)n2Cc2ccco2)c(OC)c1
-8.4,CNC(=O)NC(=O)C(C)Sc1ccccc1Cl (stereo not drawn)
0.2,O=C(/C=C/c1ccc(-c2ccccc2Cl)o1)c1ccccc1
2.5,O=C(O)CSc1ccc(F)c(F)c1
11.1,COc1ccc(C2Nc3ccccc3C(=O)N2Cc2ccccn2)cc1COc1ccc(NC(C)=O)cc1 (stereo not drawn)
-0.5,Cn1nc(C(=O)N2CCC(n3c(=O)[nH]c4ccccc43)CC2)c2ccccc2c1=O
3.7,COc1ccc(-c2c(NC(=O)c3cccc([N+](=O)[O-])c3)oc3c(C)cccc3c2=O)cc1OC

# (continued)
LDHA block,mol
-11.6,COC(=O)c1ccc(CNC(C)=O)cc1
3.9,COc1ccccc1-c1coc2cc(OCc3ccccc3)ccc2c1=O
5.2,COc1ccc(OC)c(C(=O)COC(=O)c2cc(S(N)(=O)=O)ccc2Br)c1
-1.1,COc1cc(C2CC(=O)Oc3n[nH]c(-c4ccccc4)c32)cc(OC)c1OC (stereo not drawn)
4.2,Cc1nc(C#N)c(N2CCN(C(=O)CN3CCC(C)CC3)CC2)o1
-0.7,COc1ccc(Cl)cc1-n1nnc(C(=O)Nc2cc(C)ccc2C)c1C
-3.5,CN(Cc1cn(Cc2ccc(F)cc2)nn1)C1CN(Cc2cn(Cc3ccc(F)cc3)nn2)S(=O)(=O)C1 (stereo not drawn)
11.3,CCCN1C(SCC(=O)Nc2ccc(OC)c(OC)c2)=NS(=O)(=O)c2ccccc21
-5.8,COc1ccc(C2=C(C(C)=O)Sc3nnc(-c4ccc(OC)cc4)n3N2C(C)=O)cc1
0.0,O=C(CSc1ncnc2ccccc12)Nc1ccccc1C(=O)Nc1ccccc1
6.9,CC(Sc1nc2cc(S(=O)(=O)N3CCCCC3)ccc2o1)C(=O)Nc1ccccc1 (stereo not drawn)
9.8,O=C(Nc1ccc(Br)cn1)Nc1ccc(F)cc1F
1.5,Cc1cnc(NC(=O)Cc2ccc3ccccc3c2)s1
-16.4,CC(=O)c1ccc(S(=O)(=O)N(C)C(C)c2cc3ccccc3o2)cc1 (stereo not drawn)
?,Cc1nc2cc(F)cc(C(=O)NCC(C)N(C)c3ccccc3)c2nc1C (stereo not drawn)
3.8,CCNC(=O)NC(=O)CN(Cc1ccccn1)C(C)C
8.3,CCOC(=O)c1cnc2ccc(OC)cc2c1Nc1cccc(C(=O)O)c1
6.6,O=C(c1cc(=O)c2cc(Cl)ccc2o1)N(Cc1ccccc1)Cc1ccco1
3.5,Cn1c(=O)c2c(nc(NCc3ccccc3)n2Cc2cccc(F)c2)n(C)c1=O
0.7,CCc1c(C)sc(NC(=O)c2cc(-c3cccc(C)c3)nc3ccccc23)c1C#N
0.2,CCN(Cc1ccccc1)C(=S)Nc1ccc(C)cc1C
-4.2,COCC(C)NC(=O)Cn1nc(C)c2ccccc2c1=O (stereo not drawn)
2.6,COC(=O)c1ccccc1NC(=O)c1cc(N2CCCCS2(=O)=O)ccc1Cl
-7.6,Fc1ccc(C2C=C(c3ccccc3)NC(=S)N2)cc1 (stereo not drawn)

# 7 compounds picked at random from the list so far, as already listed:
LDHA block,mol
?,Cc1nc2cc(F)cc(C(=O)NCC(C)N(C)c3ccccc3)c2nc1C (stereo not drawn)
5.2,COc1ccc(OC)c(C(=O)COC(=O)c2cc(S(N)(=O)=O)ccc2Br)c1
8.3,CCOC(=O)c1cnc2ccc(OC)cc2c1Nc1cccc(C(=O)O)c1
6.6,O=C(c1cc(=O)c2cc(Cl)ccc2o1)N(Cc1ccccc1)Cc1ccco1
1.5,Cc1cnc(NC(=O)Cc2ccc3ccccc3c2)s1
-11.6,COC(=O)c1ccc(CNC(C)=O)cc1
-0.7,COc1ccc(Cl)cc1-n1nnc(C(=O)Nc2cc(C)ccc2C)c1C

# Laid out differently: results already given.
SMILES	LDHA block
O=C(CSc1ncnc2ccccc12)Nc1ccccc1C(=O)Nc1ccccc1	0.0
CC(Sc1nc2cc(S(=O)(=O)N3CCCCC3)ccc2o1)C(=O)Nc1ccccc1 (stereo not drawn)	6.9
O=C(Nc1ccc(Br)cn1)Nc1ccc(F)cc1F	9.8
Cc1cnc(NC(=O)Cc2ccc3ccccc3c2)s1	1.5
CC(=O)c1ccc(S(=O)(=O)N(C)C(C)c2cc3ccccc3o2)cc1 (stereo not drawn)	-16.4
Cc1nc2cc(F)cc(C(=O)NCC(C)N(C)c3ccccc3)c2nc1C (stereo not drawn)	?

# A portion of the library; rates above refer to the full screens.
